Screening results from PubChem.
MT1-MMP txn act – MT1-MMP promoter reporter activation – cell-based, luciferase luminescence, primary screen | 0.16% of 86,000 active | activation factor at 10 µM | HT1080 MT1-MMP promoter luciferase reporter, overnight; stronger effect = higher value;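 active = activation factor of at least 2 for MT1-MMP transcription at 10 µM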
PLAP activator – PLAP enzyme activators, biochemical, luminescence, HTS. Alkaline phosphatase, placental type (Homo sapiens), P05187. 1.2% of 96,000 active. purified PLAP enzyme, luminescent substrate read-out; stronger effect = higher value. AID 696, 2007. activation fold at 20 µM; in the data active = activation fold above about 2
FAK blocker – FAK kinase inhibitors, primary screen, biochemical; 0.84% of 97,000 active; biochemical FAK kinase activity assay; Focal adhesion kinase 1 (Homo sapiens), Q05397; inhibition, %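 (tested at 7 µM)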; in the data active = inhibition above about 19%;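 note: 0% = DMSO and 100% = reference compound high control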
Target sequence (Q05397 whole entry, looked up): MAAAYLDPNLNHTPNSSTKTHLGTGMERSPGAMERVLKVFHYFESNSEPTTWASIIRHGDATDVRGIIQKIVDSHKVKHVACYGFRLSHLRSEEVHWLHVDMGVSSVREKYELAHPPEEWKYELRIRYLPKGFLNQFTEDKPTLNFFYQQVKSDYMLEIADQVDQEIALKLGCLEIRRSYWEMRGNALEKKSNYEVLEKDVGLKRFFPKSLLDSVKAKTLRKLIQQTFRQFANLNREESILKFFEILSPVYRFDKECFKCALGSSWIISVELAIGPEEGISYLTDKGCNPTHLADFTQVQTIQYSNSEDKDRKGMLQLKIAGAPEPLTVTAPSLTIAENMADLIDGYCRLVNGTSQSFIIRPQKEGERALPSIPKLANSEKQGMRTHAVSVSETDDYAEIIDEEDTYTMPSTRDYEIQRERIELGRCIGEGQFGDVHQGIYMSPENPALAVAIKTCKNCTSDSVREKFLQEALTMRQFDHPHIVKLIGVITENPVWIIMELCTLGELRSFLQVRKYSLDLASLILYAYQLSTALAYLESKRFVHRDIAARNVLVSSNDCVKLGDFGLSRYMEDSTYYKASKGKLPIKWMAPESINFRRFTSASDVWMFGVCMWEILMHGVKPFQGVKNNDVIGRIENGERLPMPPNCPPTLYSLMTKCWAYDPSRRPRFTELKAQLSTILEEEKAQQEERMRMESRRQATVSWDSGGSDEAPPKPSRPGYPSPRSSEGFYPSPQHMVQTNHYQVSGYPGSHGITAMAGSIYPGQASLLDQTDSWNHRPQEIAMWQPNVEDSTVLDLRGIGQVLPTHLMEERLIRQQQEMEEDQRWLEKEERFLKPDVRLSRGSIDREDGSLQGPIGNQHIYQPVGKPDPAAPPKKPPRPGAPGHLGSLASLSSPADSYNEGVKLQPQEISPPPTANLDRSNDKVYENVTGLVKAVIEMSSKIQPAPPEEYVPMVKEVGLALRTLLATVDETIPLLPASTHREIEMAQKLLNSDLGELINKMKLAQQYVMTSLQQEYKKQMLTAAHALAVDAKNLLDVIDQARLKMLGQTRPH
ERa coact inh – ERα–SRC-1 coactivator interaction inhibitors, primary screen, biochemical, TR-FRET, ERα LBD, estradiol-bound | Estrogen receptor (Homo sapiens), P03372 | inhibition, % at 25.6 µM | TR-FRET ER-alpha LBD / SRC-1 peptide | 1.7% of 86,000 active; in the data active = inhibition above about 50%;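 note: 0% = receptor plus peptide control and 100% = peptide only without receptor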
ERa SRC1 pot – enhancers of ERα–SRC-1 coactivator binding, primary screen, biochemical, TR-FRET, ERα LBD, low estradiol; TR-FRET ERalpha-LBD/SRC-Cy5 coactivator binding, 2 h; 100 = basal binding, no effect; Estrogen receptor (Homo sapiens), P03372; coactivator binding (% of control), % at 25.6 µM; 1.3% of 86,000 active; AID 639, 2007; in the data active = activity above about 200%;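 note: binding measured in presence of low estradiol as agonist stimulus; 0% = peptide alone without receptor and 100% = receptor with peptide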
Mac1 fbg enh – enhancers of CD11b/CD18 adhesion to fibrinogen, primary screen, K562 cells, luminescence; Integrin beta-2 (Homo sapiens) + Integrin alpha-M (Homo sapiens), P05107+P11215; activation, % at 10 µM; ATPlite luminescence; AID 1499, 2009; 0.07% of 93,000 active;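 active = 10 µM primary screen giving 50% or more activity, confirmed by 40% or more on retest at that dose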; note: strong numbers were not always called active; reference of the scale not given here
Ecoli WT expand – growth inhibitors of wild-type E. coli, primary screen, strain BW25113, expanded library, OD600 | 0.15% of 98,000 active | growth inhibition, % at 100 µM | OD600 absorbance | AID 710, 2007;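 active = growth inhibition above about 50% at one test dose, limit read from the data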;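 note: growth measured after 20 h incubation at 37 °C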
Mac1 fbg inh – inhibitors of CD11b/CD18 adhesion to fibrinogen, primary screen, K562 cells, luminescence; Integrin beta-2 (Homo sapiens) + Integrin alpha-M (Homo sapiens), P05107+P11215; ATPlite luminescence; Mn2+ added to activate the integrin; inhibition, % at 10 µM; 0.54% of 93,000 active;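 active = primary inhibition of 50% or more at 10 µM, then 40% or more on retest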; note: some results filed as inactive read as strong as hits
ERb SRC1 inh – inhibitors of ERβ-SRC1 coactivator interaction, primary screen, biochemical, TR-FRET, ERβ LBD, SRC-1 peptide. 1.3% of 86,000 active. TR-FRET ER-beta LBD / SRC1-Cy5 peptide binding; receptor agonist-loaded with 1 µM estradiol. AID 633, 2007. inhibition, % at 25.6 µM. Estrogen receptor beta (Homo sapiens), Q92731;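 active = compounds whose percent inhibition of the receptor-coactivator binding signal exceeds about 50% in the single-dose screen, limit read from the data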;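 note: 0% = receptor plus peptide wells without compound and 100% = peptide-only wells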
An asterisk follows results filed as active; x = no result given; [ ] = another dose, or the depositor's remark. Compounds as they come. Share with any hit: about 5.1%.

SMILES	MT1-MMP txn act	PLAP activator	FAK blocker	ERa coact inh	ERa SRC1 pot	Mac1 fbg enh	Ecoli WT expand	Mac1 fbg inh	ERb SRC1 inh
COCCCNC(=O)CCc1nc2cccnc2n1Cc1ccccc1	1.1	1	-2.0	36.6[fluorescence artefact?]	97.9	-3.9	9.0	-11.8	22.1
O=C(COc1ccccc1)Nc1ccc2c(c1)nc1n2CCOC1	1.4	1	-3.7	10.1[fluorescence artefact?]	125.5	-0.6	-6.0	-9.4	-6.0[fluorescence artefact?]
CCN(CC)S(=O)(=O)c1ccc(C(=O)Nc2nnc(C(C)C)s2)cc1	1	1	-4.5	7.4	87.3	10.6	2.0	-43.8	14.2
CC(C)CN(/C=N/c1sc2c(c1C#N)CCCCC2)CC(C)C	1.2	0.9	0.6	-3.3	94.6	0.2	-13.0	0.8	1.0
CCC(=O)N1CCc2cc(S(=O)(=O)CCC(=O)NCCc3ccc(OC)c(OC)c3)ccc21	1.1	1.1	-5.5	-2.2	97.9	6.3	3.0	-24.5	-3.1[fluorescence artefact?]
CS(=O)(=O)N1CCN(C(=O)c2csc3ccccc23)CC1	1.2	1.2	-1.0	13.2	98.2	1.8	-4.0	-13.8	-2.2[fluorescence artefact?]
Cc1sc2nc(SCC(=O)NCc3ccco3)n(CCc3ccccc3)c(=O)c2c1C	1.1	0.8	2.4	10.6	140.2	x	-11.0	x	17.0[fluorescence artefact?]
CN=C1SC(CC(=O)Nc2cccc(Cl)c2Cl)C(=O)N1C (stereo unspecified)	1	1	-4.8	0.2	103.0	-6.9	-4.0	-4.6	-3.8[fluorescence artefact?]
Cn1cnnc1SCC(=O)Nc1c(F)cc(F)cc1Br	1.1	0.8	-1.3	-4.3	108.2	0.7	2.0	-9.2	2.0
COC(=O)C1=C(C)NC2=C(C(=O)CCC2)C1c1cn(Cc2ccc(Br)cc2)nc1-c1ccccc1 (stereo unspecified)	x	1.6	-1.7	x	x	5.4	-9.0	-14.1	x
O=S(=O)(Nc1cccc2nsnc12)c1ccccc1	1.2	1	-13.0	0.5	101.3	0.3	1.0	-10.9	-3.0[fluorescence artefact?]
Clc1ccc(Cn2cccc2C2=NCCO2)cc1	1	0.7	3.4	-1.2	117.8	x	11.0	x	1.3[fluorescence artefact?]
CCOC(=O)C1=C(c2ccccc2)NC(SCC)=C(C#N)C1c1cccnc1 (stereo unspecified)	x	1	5.5	x	x	4.0	1.0	2.1	x
COc1ccc(C(=S)N2CCNCC2)cc1	1.1	0.8	1.9	-4.6	107.5	-0.9	-3.0	3.3	-4.3
COC(=O)c1cccc(NC(=S)NCc2ccc(Cl)cc2)c1	x	0.8	2.7	x	x	-1.2	1.0	-36.3	x

Results in Mac1 fbg inh and ERa SRC1 pot (two entries from above):
smiles | Mac1 fbg inh | ERa SRC1 pot
COC(=O)C1=C(C)NC2=C(C(=O)CCC2)C1c1cn(Cc2ccc(Br)cc2)nc1-c1ccccc1 (stereo unspecified) | -14.1 | x
COCCCNC(=O)CCc1nc2cccnc2n1Cc1ccccc1 | -11.8 | 97.9

Remaining list, next part
SMILES	MT1-MMP txn act	PLAP activator	FAK blocker	ERa coact inh	ERa SRC1 pot	Mac1 fbg enh	Ecoli WT expand	Mac1 fbg inh	ERb SRC1 inh
O=C(C1CCCO1)N1CCN(c2ccc(F)cc2)CC1 (stereo unspecified)	1	x	-2.3	-2.8	101.2	x	x	x	16.2
Cc1cc(N)n2nc(C)c(-c3ccccc3)c2n1	1.1	1.1	9.3	-12.1	113.3	x	1.0	x	-17.8
COc1ccccc1Nc1nc(=O)[nH]nc1C	1	1	1.2	-3.2	99.7	-4.0	5.0	2.1	-7.2
COC(=O)C1=C(C)NC(C)=C(C(=O)OC)C1c1cn(-c2ccccc2)nc1-c1ccco1	x	1.3	-10.0	x	x	-3.7	-5.0	0.8	x
CCCOc1ccc(S(=O)(=O)NCCN2CCOCC2)c2ccccc12	1.1	0.8	-2.7	-7.3	88.0	-2.0	12.0	3.6	2.7
CC(C)NCCOCCOc1ccccc1F	1.1	0.8	-2.4	-5.2	99.3	-0.4	1.0	-0.4	12.4
COc1ccc(N2C(=O)CC(Sc3nccc(C)n3)C2=O)cc1 (stereo unspecified)	1.1	1	5.9	-3.5	107.5	1.2	-2.0	-2.0	-6.6
C/C(=N\NC(=S)NCCc1ccccc1)c1ccc(C#N)cc1	x	0.9	-0.5	x	x	-1.4	-8.0	13.1	x
CC(=O)Nc1nonc1NC(=O)c1ccc(F)cc1	1	1.7	-2.9	-1.7	108.1	-1.4	8.0	-43.2	-16.7[fluorescence artefact?]
CCCOc1ccccc1N1C(=O)CC(N2CCOCC2)C1=O (stereo unspecified)	1	1.2	-0.8	-6.4	111.7	7.5	2.0	9.9	-6.1
Cc1ccc(-c2cc(C(F)(F)F)n3ncc(C(=O)N4CCCc5ccccc54)c3n2)cc1	1.2	x	-0.3	22.4	111.8	x	x	x	10.5
CCCCCCNC(=O)C(C(=O)OCC)C1CCCCC1 (stereo unspecified)	1	1	3.4	-1.3[fluorescence artefact?]	106.1	-0.8	3.0	4.6	-11.7[fluorescence artefact?]
CCOC(=O)N1CCN(C(=O)CSc2nc3c([nH]c4ccccc43)c(=O)n2C)CC1	1.1	x	1.9	4.4	165.8[fluorescence artefact?]	x	0.0	x	-3.5[fluorescence artefact?]
CN(Cc1cc2ccccc2[nH]c1=O)C(=O)C1CCCCC1	1.2	1.1	4.0	-19.1	112.8	-6.0	-2.0	-1.8	-23.4
Cc1nn2c3ccccc3n(Cc3ccccc3)c2nc1=O	1	x	1.9	5.9	100.1[fluorescence artefact?]	x	x	x	-3.9
Cc1nn(Cc2ccc(Cl)cc2)c(C)c1NC(=O)c1cc(-c2ccc3c(c2)OCO3)on1	1.1	0.8	7.3	69.9*[fluorescence artefact?]	74.1[fluorescence artefact?]	61.9	-1.0	-14.7	18.6[fluorescence artefact?]
COC(=O)[C@H](CCSC)NC(=O)Nc1ccc(C)cc1C	1	2.7*	4.3	-12.0	121.7	-0.2	1.0	9.2	-5.4
Cc1nnc2c3cnn(-c4ccc(Cl)cc4)c3ncn12	1.6	0.7	x	-1.4	159.1	-0.5	x	1.6	1.4[fluorescence artefact?]
O=C(CN(Cc1ccco1)C(=O)CNS(=O)(=O)c1ccc(Cl)cc1)NCc1ccc(F)cc1	1.1	x	-3.3	2.7	118.8	x	x	x	6.5[fluorescence artefact?]
Cc1c(Cl)cccc1Nc1nc(N)nc(CSc2ncccn2)n1	x	0.9	3.0	1.9	103.1	-3.5	-7.0	-2.2	-3.2
Cc1ccc(S(=O)(=O)NCCC(=O)Nc2nnc(C)s2)cc1	1.1	1.3	-0.1	-8.0	112.2[fluorescence artefact?]	4.6	2.0	-5.3	1.9
CN(C=O)CP(=O)(O)CN1CCCCC1	1.2	0.9	6.6	1.3	73.2[fluorescence artefact?]	x	-4.0	x	5.6
CCn1nccc1C(=O)Nc1ccc(Cl)cc1Cl	1.3	1.1	3.4	-38.3	113.8	4.1	9.0	-3.9	-23.4
COc1ccc(OC)c(S(=O)(=O)NCc2cccnc2)c1	1.2	0.8	-0.4	-2.5	109.5	6.0	6.0	-21.1	-7.1[fluorescence artefact?]
COc1ccc(Cl)cc1C(=O)Nc1ccccc1N1CCN(C(=O)C(C)C)CC1	1.2	1.4	-0.2	-2.7	109.4	7.5	-11.0	10.4	5.3
CC1CCN(C2CCN(S(=O)(=O)c3ccc(F)cc3)CC2)CC1	1.2	1.3	-1.7	11.8	86.1	x	0.0	x	11.8[fluorescence artefact?]
CCn1nnc(-c2ccccc2NC(=O)c2cnccn2)n1	1.1	x	3.7	-2.0	110.7	x	x	x	1.6
Cc1occc1-c1nnc(SCC(=O)c2c[nH]c3ccccc23)n1C	1.3	0.6	4.3	34.9	64.0	3.4	4.0	-6.2	13.6
COCCCN(C(=O)Nc1ccc(C)c(C)c1)C(C)c1ccccn1 (stereo unspecified)	1.2	1.2	-1.9	-3.8[fluorescence artefact?]	115.7	-3.1	4.0	-7.0	22.4
CCCOc1ccc(-c2nc(C#N)c(NCC3CCCO3)o2)cc1 (stereo unspecified)	x	0.9	7.2	-9.5	103.9	-0.2	-7.0	10.3	-7.5
COc1ccccc1NC(=S)NNC(=O)c1ccc(Cl)cc1Cl	1.8	x	-4.0	-3.0	113.4	x	x	x	-13.5
O=C(Nc1cc(C(F)(F)F)ccc1N1CCOCC1)c1ccc(F)cc1	x	0.8	3.5	6.5	72.8	-4.9	2.0	-2.0	9.5
Cn1c(COc2ccccc2)nnc1SCc1nc2ccccc2[nH]1	1.2	1.7	-9.8	0.8	119.8	-3.8	11.0	-14.3	0.3
COc1cc(C(=O)O)ccc1OCc1c(C)noc1C	x	1.1	1.9	x	x	-0.6	-12.0	-3.7	x
CC(=O)NCc1ccc2[nH]c(C)cc2c1	x	1.2	-8.4	-6.9	110.8	2.8	7.0	4.9	-3.6
CC(C)CNC(=O)C1CCCN1S(=O)(=O)c1ccc(Cl)cc1 (stereo unspecified)	1.1	1.2	-1.0	-4.2	94.7	-6.6	3.0	13.9	-3.2
CC(C)CC(=O)Nc1ccc2oc(-c3ccncc3)nc2c1	1.4	1.1	-3.1	40.6	104.8	-0.5	0.0	-6.8	12.6[fluorescence artefact?]
Cc1cc(N)n(-c2ncnc3scc(-c4ccccc4)c23)n1	0.9	0.9	0.7	-14.6	105.5	-0.7	1.0	6.6	7.7
CCCNc1nc(N)nc(-c2cc(Cl)ccc2OC)n1	x	1	1.2	x	x	-1.1	6.0	-0.9	x
Nn1c(SCC(=O)Nc2ccc3c(c2)OCO3)nnc1-c1ccccc1	1.5	0.9	-2.3	-21.4	98.7	1.5	-7.0	-28.6	-20.0
c1ccc(-c2ccn3nnnc3n2)cc1	1.2	x	-0.9	15.5	89.2	x	x	x	0.8
Cc1cc(C)n(C(=O)C(C)N2C(=O)c3ccccc3C2=O)n1 (stereo unspecified)	1.1	1.1	x	-11.3	112.2	2.8	7.0	0.9	-1.4
Cc1cc(S(=O)(=O)N2CCN(c3c(C)cccc3C)CC2)ccc1F	1.2	1.2	8.8	-5.8	120.7	37.3	-23.0	7.5	-5.1
Nc1nc(Nc2ccc(Cl)cc2Cl)nc(C(F)(F)F)n1	1.1	0.7	2.6	-1.5	110.7	0.1	-3.0	0.9	-3.7
COC(=O)CSc1ncccc1-c1nc2ccccc2[nH]1	1	0.9	1.1	14.5	97.9[fluorescence artefact?]	4.2	1.0	-24.5	14.5
Cc1occc1-c1nnc(SCC(=O)N2CCOCC2)n1Cc1ccco1	1.1	1.3	x	-4.1	103.8	-1.6	6.0	2.9	5.5
COc1ccc2nc(C)cc(N3CC(C)OC(C)C3)c2c1 (stereo unspecified)	1.2	1.6	11.0	5.4	117.8	-2.8	2.0	-0.6	-2.5

Ordered by the number under ERb SRC1 inh (smallest number first): three from the list above.
Compound	MT1-MMP txn act	PLAP activator	FAK blocker	ERa coact inh	ERa SRC1 pot	Mac1 fbg enh	Mac1 fbg inh	ERb SRC1 inh
CN(Cc1cc2ccccc2[nH]c1=O)C(=O)C1CCCCC1	1.2	1.1	4.0	-19.1	112.8	-6.0	-1.8	-23.4
CC(C)CNC(=O)C1CCCN1S(=O)(=O)c1ccc(Cl)cc1 (stereo unspecified)	1.1	1.2	-1.0	-4.2	94.7	-6.6	13.9	-3.2
COc1ccc2nc(C)cc(N3CC(C)OC(C)C3)c2c1 (stereo unspecified)	1.2	1.6	11.0	5.4	117.8	-2.8	-0.6	-2.5
